AHR act – activators of human aryl hydrocarbon receptor | AHR-responsive luciferase reporter cells, luminescence | activation, % at 5 µM | 320,000 compounds, 2.5% hits | AID 2796; in the data active = activation above about 47%;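 also: 0% = vehicle wells and 100% = reference agonist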
PME-1 inh – PME-1 (human) inhibition; Q9Y570; inhibition, % at 5.9 µM; recombinant PME-1, FP-Rh probe fluorescence polarization; 320,000 compounds, 0.53% hits;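 active = inhibition above the campaign mean of all compounds plus 3 SD, cut at about 26% in these data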;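 also: competitive labeling of PME-1 active site by serine hydrolase directed probe; 0% = PME-1 with DMSO and 100% = wells lacking PME-1 enzyme; inhibitors block probe labeling so polarization falls and inhibition rises; many of its hits are not listed in these tables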
Target sequence (Q9Y570 whole entry, looked up): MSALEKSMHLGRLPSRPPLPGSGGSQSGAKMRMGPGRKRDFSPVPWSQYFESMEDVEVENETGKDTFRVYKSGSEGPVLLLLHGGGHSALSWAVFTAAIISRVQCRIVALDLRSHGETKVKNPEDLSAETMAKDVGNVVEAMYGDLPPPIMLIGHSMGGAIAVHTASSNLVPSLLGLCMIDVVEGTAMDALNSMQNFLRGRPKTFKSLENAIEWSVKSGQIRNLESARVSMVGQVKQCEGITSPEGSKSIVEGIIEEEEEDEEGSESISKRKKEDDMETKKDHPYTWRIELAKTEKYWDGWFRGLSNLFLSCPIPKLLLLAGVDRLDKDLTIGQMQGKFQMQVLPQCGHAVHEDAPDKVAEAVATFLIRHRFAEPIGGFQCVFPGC
BCLXL inh – Bcl-xL (human) inhibition. Q07817. GST-Bcl-xL / FITC-Bim BH3 peptide fluorescence polarization. inhibition, % at 10.9 µM. 320,000 compounds, 0.7% hits;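 active = inhibition above the mean of all tested compounds plus 3 SD, cutoff set per campaign, cut at about 30% in these data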;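 also: 0% = DMSO wells and 100% = unlabeled Bim-BH3 peptide competitor; inhibitors lower millipolarization by displacing the labeled peptide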
MEX-5 binding – C. elegans MEX-5 TCR-2 RNA binding activity. Q9XUB2. MEX-5/FITC-TCR2 RNA binding, fluorescence polarization; stronger effect = lower value. activity score (negative = inhibition of binding), % at 10 µM. 300,000 compounds, 0.38% hits. AID 1832;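 active = inhibition past about -25% in most replicates, and total fluorescence under double the plate's negative control median, limit read from the data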;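 also: 0% = DMSO and -100% = 5 µM competing unlabeled TCR2 RNA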
MCL1 BIM primary – MCL1-BIM-BH3 interaction inhibition (human); GST-MCL1 / FITC-Bim-BH3 fluorescence polarization; inhibition, % at 10.9 µM; 320,000 compounds, 0.68% hits; AID 2057;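 active = inhibition above the mean inhibition of all tested compounds plus 3 SD, set per campaign, cut at about 40% in these data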;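 also: 0% = DMSO wells and 100% = unlabeled Bim-BH3 peptide control; higher means more loss of mP so more displacement of Bim peptide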
GLD-1 RNA inh – GLD-1-TGE RNA interaction inhibition (C. elegans); AID 2280; inhibition, % at 5.96 µM; 320,000 compounds, 0.44% hits; Q17339; purified GLD-1 + fluorescein TGE RNA, fluorescence polarization;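 active = percent inhibition above a per-plate cutoff, the plate mean of test compounds plus 3 SD, cut at about 30% in these data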;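 also: 0% = DMSO wells with GLD-1 and probe and 100% = wells lacking GLD-1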
Fam108B inh – counter-screen for RBBP9 inhibitors: inhibitors of mouse Fam108B; 300,000 compounds, 0.33% hits; recombinant Fam108B, FP-Rh probe fluorescence polarization; AID 1947; inhibition, % at 9.51 µM;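 active = inhibition above the screen mean inhibition plus 3 SD, computed separately per campaign, cut at about 18% in these data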;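 also: inhibitors lower polarization as less probe binds the enzyme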
pPAFAH inh – inhibitors of human plasma PAF acetylhydrolase (pPAFAH). Q13093. recombinant pPAFAH, FP-rhodamine probe fluorescence polarization. inhibition, % at 3.39 µM. 330,000 compounds, 1.5% hits. AID 463082;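 active = inhibition above the mean inhibition across the screen plus 3 SD, cut at about 25% in these data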;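 also: inhibitors block binding of the rhodamine activity-based probe so polarization drops; 0% = enzyme with DMSO and 100% = wells lacking pPAFAH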
Target sequence (Q13093 whole entry, looked up): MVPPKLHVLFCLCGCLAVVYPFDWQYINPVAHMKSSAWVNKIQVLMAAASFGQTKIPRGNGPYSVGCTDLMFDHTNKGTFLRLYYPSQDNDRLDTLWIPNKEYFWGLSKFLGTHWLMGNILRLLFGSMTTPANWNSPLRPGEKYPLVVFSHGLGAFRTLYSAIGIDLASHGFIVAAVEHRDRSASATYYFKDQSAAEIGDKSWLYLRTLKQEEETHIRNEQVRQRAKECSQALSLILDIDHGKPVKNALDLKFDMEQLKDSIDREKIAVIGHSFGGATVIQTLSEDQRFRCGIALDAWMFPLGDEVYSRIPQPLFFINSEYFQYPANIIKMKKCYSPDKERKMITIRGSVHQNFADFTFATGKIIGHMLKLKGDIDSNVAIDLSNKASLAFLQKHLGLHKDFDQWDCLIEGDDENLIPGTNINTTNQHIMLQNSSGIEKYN
PAFAH1B2 FP inh – inhibitors of human PAFAH1B2. AID 492953. P68402. recombinant PAFAH1B2, FP-rhodamine activity probe, fluorescence polarization. 340,000 compounds, 1.2% hits. inhibition, % at 3.39 µM;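 active = inhibition above the mean of all tested compounds plus 3 SD, cut at about 24% in these data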;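 also: 0% = enzyme with DMSO and 100% = wells lacking PAFAH1B2; many of its hits are not listed in these tables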
Target sequence (P68402 whole entry, looked up): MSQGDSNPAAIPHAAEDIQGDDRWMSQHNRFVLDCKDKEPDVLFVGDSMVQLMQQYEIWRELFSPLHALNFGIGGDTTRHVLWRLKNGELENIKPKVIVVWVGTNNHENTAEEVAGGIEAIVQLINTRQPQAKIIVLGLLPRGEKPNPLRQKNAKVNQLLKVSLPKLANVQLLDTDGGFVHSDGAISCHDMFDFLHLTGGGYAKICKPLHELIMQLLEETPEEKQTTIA
Active calls of the source: *. These rows are one share of the data; the hit share may differ from the screen's.

`Cc1ccc(C(=O)c2cc([N+](=O)[O-])ccc2N2CCOCC2)c(C)c1` gave AHR act 6, PME-1 inh 2, BCLXL inh 4, MEX-5 binding 0.5, MCL1 BIM primary -4, GLD-1 RNA inh -1, Fam108B inh -7, pPAFAH inh -2 and PAFAH1B2 FP inh 0.
`Cc1ccc(NC(=O)CSc2nnc(COc3ccccc3C)o2)cc1` gave AHR act 29, PME-1 inh -6, BCLXL inh 3, MEX-5 binding -1.5, MCL1 BIM primary 1, GLD-1 RNA inh 1, Fam108B inh -4, pPAFAH inh 4 and PAFAH1B2 FP inh -1.
Screening CCCN1C(=O)NC2(O)C(=O)c3ccccc3C12O (stereo unspecified) returned AHR act 1, PME-1 inh -3, BCLXL inh 2, MEX-5 binding -0.8, MCL1 BIM primary 8, GLD-1 RNA inh 6, Fam108B inh -1, pPAFAH inh -4 and PAFAH1B2 FP inh -4.
Screening C=CCn1c(SCC(=O)N2CCOCC2)nc2c([nH]c3ccccc32)c1=O returned AHR act 88*, PME-1 inh 2, BCLXL inh 10, MEX-5 binding -0.5, MCL1 BIM primary 8, GLD-1 RNA inh 6, Fam108B inh 4, pPAFAH inh 1 and PAFAH1B2 FP inh 5.
Screening COc1ccc(-n2c(SCC(=O)Nc3cccc4ccccc34)nc(O)cc2=O)cc1 returned AHR act 3, PME-1 inh -13, BCLXL inh -1, MEX-5 binding 0.4, MCL1 BIM primary 1, GLD-1 RNA inh 0, Fam108B inh -7, pPAFAH inh -4 and PAFAH1B2 FP inh 2.
O=S(=O)(c1ccc(OCC2CO2)cc1)c1ccc(OCC2CO2)cc1 (stereo unspecified) was read as AHR act 1, PME-1 inh 2, BCLXL inh 7, MEX-5 binding 2.0, MCL1 BIM primary 7, GLD-1 RNA inh 6, Fam108B inh -3, pPAFAH inh -3 and PAFAH1B2 FP inh -1.
`Cc1csc(NC(=O)CSc2nc(=O)cc(N)n2-c2ccc(F)cc2)n1` gave AHR act 3, PME-1 inh -6, BCLXL inh -1, MEX-5 binding 0.8, MCL1 BIM primary 0, GLD-1 RNA inh 3, Fam108B inh 0, pPAFAH inh 3 and PAFAH1B2 FP inh 2.
For COCCNc1nnc(SCC(=O)Nc2sc3c(c2C(=O)c2ccccc2)CCCC3)s1 the results were AHR act 1, PME-1 inh 2, BCLXL inh 1, MEX-5 binding 4.2, MCL1 BIM primary -1, GLD-1 RNA inh 2, Fam108B inh 3, pPAFAH inh 13 and PAFAH1B2 FP inh -4.
`COc1ccccc1N1CCN(S(=O)(=O)CCNC(=O)C2CCCC2)CC1` gave AHR act -3, PME-1 inh -1, BCLXL inh -4, MEX-5 binding -1.7, MCL1 BIM primary 2, GLD-1 RNA inh -3, Fam108B inh 5, pPAFAH inh 7 and PAFAH1B2 FP inh 8.
Screening Oc1ccc(C(c2nnnn2CCc2ccccc2)N2CCN(c3nc4ccccc4s3)CC2)cc1 (stereo unspecified) returned AHR act -3, PME-1 inh -26, BCLXL inh 3, MEX-5 binding 2.8, MCL1 BIM primary 2, GLD-1 RNA inh 8, Fam108B inh -14, pPAFAH inh 1 and PAFAH1B2 FP inh 3.
`CCOC(=O)CSC1=C(C#N)C(c2ccccc2OC)CC(=O)N1` (stereo unspecified) gave AHR act 5, PME-1 inh 0, BCLXL inh -2, MEX-5 binding 1.3, MCL1 BIM primary -4, GLD-1 RNA inh 6, Fam108B inh 1, pPAFAH inh 0 and PAFAH1B2 FP inh 0.
For CCc1ccc2nc(SCC(=O)Nc3ccccc3N3CCOCC3)c(C#N)cc2c1 the results were AHR act -3, PME-1 inh 10, BCLXL inh 1, MEX-5 binding 0.3, MCL1 BIM primary -6, GLD-1 RNA inh -12, Fam108B inh -1, pPAFAH inh 1 and PAFAH1B2 FP inh 6.
Screening Cc1ccc(Sc2c(C(=O)Nc3ccc(F)cc3F)c(C(F)(F)F)nn2C)cc1 returned AHR act 0, PME-1 inh 3, BCLXL inh -3, MEX-5 binding 1.1, MCL1 BIM primary 1, GLD-1 RNA inh 4, Fam108B inh -5, pPAFAH inh 2 and PAFAH1B2 FP inh 10.
`CCc1cccc(Oc2nn[nH]n2)c1` gave AHR act 0, PME-1 inh 3, BCLXL inh 3, MEX-5 binding 1.0, MCL1 BIM primary 2, GLD-1 RNA inh 9, Fam108B inh 4, pPAFAH inh -1 and PAFAH1B2 FP inh 5.
Screening CC(OC(=O)c1ccc2c(=O)n3c(nc2c1)CCC3)C(N)=O (stereo unspecified) returned AHR act -1, PME-1 inh 4, BCLXL inh -9, MEX-5 binding 0.5, MCL1 BIM primary -3, GLD-1 RNA inh -9, Fam108B inh 2, pPAFAH inh 3 and PAFAH1B2 FP inh -2.
`CC(=O)NCc1cccc(CNC(C)=O)n1` gave AHR act 3, PME-1 inh 4, BCLXL inh 3, MEX-5 binding 0.1, MCL1 BIM primary 4, GLD-1 RNA inh -9, Fam108B inh 4, pPAFAH inh 1 and PAFAH1B2 FP inh -3.
CNc1c(-n2cc(C(=O)OC)c(C(=O)OC)c2C(=O)OC)c(=O)n(C)c(=O)n1C was read as AHR act 4, PME-1 inh -3, BCLXL inh 3, MEX-5 binding -3.6, MCL1 BIM primary -6, GLD-1 RNA inh 3, Fam108B inh -2, pPAFAH inh -9 and PAFAH1B2 FP inh 6.
COC(=O)Nc1nncs1 was read as AHR act -1, PME-1 inh 3, BCLXL inh 3, MEX-5 binding 1.6, MCL1 BIM primary -2, GLD-1 RNA inh 5, Fam108B inh -3, pPAFAH inh -5 and PAFAH1B2 FP inh -3.
Screening O=C1OCc2cc(NC(=O)C3COc4ccccc4O3)ccc21 (stereo unspecified) returned AHR act 5, PME-1 inh -4, BCLXL inh 1, MEX-5 binding -1.7, MCL1 BIM primary -3, GLD-1 RNA inh -7, Fam108B inh -4, pPAFAH inh -9 and PAFAH1B2 FP inh 3.
Screening O=C(O)c1c(NC(=O)N2CCCC2)sc2c1CCCC2 returned AHR act 8, PME-1 inh 3, BCLXL inh 6, MEX-5 binding -2.4, MCL1 BIM primary 12, GLD-1 RNA inh 9, Fam108B inh -4, pPAFAH inh 5 and PAFAH1B2 FP inh 6.
CCn1c(C2CC(=O)N(Cc3ccccc3)C2)nc2ccccc21 (stereo unspecified) was read as AHR act 2, PME-1 inh 3, BCLXL inh 6, MEX-5 binding 0.9, MCL1 BIM primary 8, GLD-1 RNA inh 8, Fam108B inh 1, pPAFAH inh 2 and PAFAH1B2 FP inh 2.
O=C(CN1CCOCC1)n1c2c(c3ccccc31)CCCC2 was read as AHR act 4, PME-1 inh 1, BCLXL inh 2, MEX-5 binding 0.0, MCL1 BIM primary -3, GLD-1 RNA inh 2, Fam108B inh 3, pPAFAH inh -2 and PAFAH1B2 FP inh 2.
`C=CC12C=CC=CN1C(C(=O)OC)=C(C(=O)OC)C(C(=O)OC)=C2C(=O)OC` (stereo unspecified) gave AHR act -3, PME-1 inh 2, BCLXL inh 6, MEX-5 binding -1.5, MCL1 BIM primary -5, GLD-1 RNA inh -5, Fam108B inh -3, pPAFAH inh 3 and PAFAH1B2 FP inh 2.
Screening NS(=O)(=O)c1cccc(NC(=O)c2cccs2)c1 returned AHR act 0, PME-1 inh -8, BCLXL inh 0, MEX-5 binding 5.5, MCL1 BIM primary 2, GLD-1 RNA inh 1, Fam108B inh 3, pPAFAH inh 2 and PAFAH1B2 FP inh 0.
Screening COC(=O)c1cc(Sc2c(Cl)cccc2Cl)ccn1 returned AHR act 0, PME-1 inh 1, BCLXL inh 10, MEX-5 binding 0.8, MCL1 BIM primary 8, GLD-1 RNA inh -3, Fam108B inh 1, pPAFAH inh 18 and PAFAH1B2 FP inh -2.
Screening Cc1ccc(S(=O)(=O)N(C)CC(=O)OCC(=O)c2c(N)n(C)c(=O)n(C)c2=O)cc1 returned AHR act -1, PME-1 inh 5, BCLXL inh 7, MEX-5 binding -0.1, MCL1 BIM primary 4, GLD-1 RNA inh 1, Fam108B inh 2, pPAFAH inh 0 and PAFAH1B2 FP inh 1.
Cc1ccc(OCCCC(=O)NCc2ccco2)c(C)c1 was read as AHR act 5, PME-1 inh 0, BCLXL inh 3, MEX-5 binding 2.8, MCL1 BIM primary 11, GLD-1 RNA inh 0, Fam108B inh -4 and pPAFAH inh 2.
Screening Fc1ccc(OCCCCCn2ccnc2)cc1 returned AHR act 11, PME-1 inh -3, BCLXL inh 1, MEX-5 binding -2.2, MCL1 BIM primary -1, GLD-1 RNA inh -11, Fam108B inh 3, pPAFAH inh 3 and PAFAH1B2 FP inh 0.
`CCC(Sc1ncnc2sc(C)c(C)c12)C(=O)OC` (stereo unspecified) gave AHR act 0, PME-1 inh -5, BCLXL inh 6, MEX-5 binding 1.0, MCL1 BIM primary 11, GLD-1 RNA inh 5, Fam108B inh 1, pPAFAH inh 6 and PAFAH1B2 FP inh 4.
`O=C(O)c1cc(-c2ccc3c(c2)OCO3)nc2ccc(Br)cc12` gave AHR act 9, PME-1 inh -7, BCLXL inh 8, MEX-5 binding -2.0, MCL1 BIM primary 9, GLD-1 RNA inh -4, Fam108B inh 1, pPAFAH inh -2 and PAFAH1B2 FP inh 13.
`Cc1ccccc1-c1cc(=O)c2ccccc2o1` gave AHR act 12, GLD-1 RNA inh -1, pPAFAH inh 0 and PAFAH1B2 FP inh 8.
COC(=O)c1cc(NC(=O)Nc2ccccc2OC)cc(C(=O)OC)c1 was read as AHR act 3, PME-1 inh 7, BCLXL inh -8, MEX-5 binding -2.7, MCL1 BIM primary -8, GLD-1 RNA inh 2, Fam108B inh -1, pPAFAH inh 1 and PAFAH1B2 FP inh 5.
`Cc1ccc(S(=O)(=O)N2CCOCC2)cc1C(=O)N1CCCCCC1` gave AHR act -3, PME-1 inh -1, BCLXL inh 1, MEX-5 binding -1.4, MCL1 BIM primary 3, GLD-1 RNA inh -9, Fam108B inh 7, pPAFAH inh 0 and PAFAH1B2 FP inh 0.
Screening COc1cccc(N(C(=O)c2ccco2)c2nc(-c3sc(NC(=O)c4ccco4)nc3C)cs2)c1 returned AHR act 65*, PME-1 inh 12, BCLXL inh 0, MEX-5 binding 1.6, MCL1 BIM primary 5, GLD-1 RNA inh -5, Fam108B inh 12, pPAFAH inh 11 and PAFAH1B2 FP inh 0.
`Cc1c(NC(=O)CN2C(=O)NC(C)(c3ccc(Cl)cc3)C2=O)c(=O)n(-c2ccccc2)n1C` (stereo unspecified) gave AHR act -2, PME-1 inh 6, BCLXL inh -3, MEX-5 binding 0.7, MCL1 BIM primary -5, GLD-1 RNA inh 9, Fam108B inh 0, pPAFAH inh 3 and PAFAH1B2 FP inh 1.
`O=C1CN(C(=O)c2cc([N+](=O)[O-])ccc2Cl)C(c2ccccc2)c2cc(F)ccc2N1` (stereo unspecified) gave AHR act 1, PME-1 inh 26, BCLXL inh 0, MEX-5 binding -0.9, MCL1 BIM primary -1, GLD-1 RNA inh 1, Fam108B inh -4, pPAFAH inh 0 and PAFAH1B2 FP inh 3.
`Cc1cc(C(=O)OCC(=O)NC2(C#N)CCCCC2)c(C)o1` gave AHR act 0, PME-1 inh -2, BCLXL inh 2, MCL1 BIM primary -2, GLD-1 RNA inh 7, pPAFAH inh 8 and PAFAH1B2 FP inh 3.

Bioassay records from PubChem.
